Screens: PubChem, National Center for Advancing Translational Sciences (NCATS)
LDHA inh – blocks human lactate dehydrogenase A; purified LDHA, NADH/diaphorase-resazurin fluorescence; hits give low values; P00338; activity change, % (values are at about 110 or 230 µM); actives 0.15% (n = 480,000); AID 1347041; in the data active = activity change below about -30%; inconclusive = mostly about -25% to -30%;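 also: plate controls were DMSO wells for no effect and wells without enzyme for full effect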
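Human LDH5 at 2 nM final in Tris HCl pH 7.4 with 0.06 mM NADH and 0.2 mM pyruvate, reacted 5 minutes at room temperature. Remaining NADH coupled via diaphorase/resazurin; resorufin fluorescence read at 0 and 20 minutes, normalized to enzyme-free and DMSO wells.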
TrxR1 inh – inhibitors of rat thioredoxin reductase 1 | O89049 | recombinant rTrxR1, NADPH fluorescence consumption, selenite substrate | Potency, µM (highest dose often 114 µM), without a hit: at the top dose activity change, negative = inhibition, most hits filed as inhibitors | actives 1% (n = 390,000); also: potency is read from the fitted curve at half-maximal effect; % is scaled to controls: 0 for no effect and ±100 for the full control effect; nearly all actives have a fitted effect of over 65% in size
Target sequence (O89049 whole entry, looked up): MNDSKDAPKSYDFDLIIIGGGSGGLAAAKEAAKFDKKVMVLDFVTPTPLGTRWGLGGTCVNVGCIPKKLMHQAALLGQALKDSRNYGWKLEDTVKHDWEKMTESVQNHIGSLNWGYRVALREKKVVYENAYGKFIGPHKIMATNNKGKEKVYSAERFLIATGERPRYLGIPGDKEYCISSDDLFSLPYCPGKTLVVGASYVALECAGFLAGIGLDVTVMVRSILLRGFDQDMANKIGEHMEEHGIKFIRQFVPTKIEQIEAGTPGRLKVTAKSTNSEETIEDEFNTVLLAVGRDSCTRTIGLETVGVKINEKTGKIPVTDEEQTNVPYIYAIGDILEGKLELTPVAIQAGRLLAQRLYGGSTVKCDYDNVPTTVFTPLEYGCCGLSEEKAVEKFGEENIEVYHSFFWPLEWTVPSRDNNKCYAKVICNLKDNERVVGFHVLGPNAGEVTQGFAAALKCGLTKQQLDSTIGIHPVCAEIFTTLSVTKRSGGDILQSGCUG
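Rat TrxR1 (90 nM in the dispensed reagent) was pre-reduced with 400 uM NADPH for 5 min at room temperature, then incubated with compound for 15 min. After 400 uM selenite was added, NADPH fluorescence (Ex 340/Em 450 nm) was followed for 8 min.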
Vif-A3G inh – blocks the Vif interaction with human APOBEC3G | Potency, µM (titrated, usually from 46.1 µM), for the others: at the highest dose activity, negative = active, hits mostly inhibitors | actives 0.076% (n = 410,000) | HeLa A3G-eYFP + Vif (tagged APOBEC3G with the HIV-1 protein that degrades it), YFP fluorescence, overnight | AID 602310;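 also: potency is read from the fitted curve at half-maximal effect; % is scaled to controls: 0 for no effect and ±100 for the full control effect; nearly all actives have a fitted effect of over 60% in size; hits raise eYFP signal because A3G escapes Vif-driven loss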
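HeLa cells stably expressing Vif and C-terminally eYFP-tagged A3G, seeded overnight at 37 deg C, then exposed to compound by pintool overnight at 37 deg C. Rise in yellow fluorescence (Ex 488/Em 500-530, Acumen) marks blocked Vif-driven A3G degradation.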
Vif-APOBEC3F blk – Vif-A3F binding inhibition | actives 0.2% (n = 390,000) | Potency, µM (top dose mostly 46.1 µM), without a hit: at the highest dose activity, negative = active | AID 602313 | HeLa A3F-eYFP + Vif (tagged APOBEC3F with the HIV-1 protein that degrades it), YFP fluorescence increase; also: potency is read from the fitted curve at half-maximal effect; % of control where 0% means no effect; nearly all actives have a fitted effect of over 65% in size
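HeLa cells stably expressing A3F-eYFP plus Vif, plated and incubated overnight at 37 deg C, then exposed to compounds overnight at 37 deg C. Blocked degradation read as raised yellow fluorescence (Ex 488/Em 500-530).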
TrxR1 substrate – substrates of rat thioredoxin reductase 1. purified TrxR1 substrate turnover, NADPH consumption readout. Potency, µM (highest dose often 114 µM), inactives show top-dose activity change, negative = substrate turnover. actives 0.01% (n = 390,000). AID 588456; also: potency is read from the fitted curve at half-maximal effect; % is scaled to controls: 0 for no effect and ±100 for the full control effect; nearly all actives have a fitted effect of over 50% in size
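Rat TrxR1, dispensed at 90 nM, was prereduced with 400 uM NADPH (final) for 5 min at ~22 deg C, then incubated with compound 15 min before 400 uM selenite. A first-read NADPH fluorescence drop versus no-compound background flagged substrates.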
RGS4 inhibitor – blocks human RGS4-accelerated GTP hydrolysis. P49798. Transcreener GDP fluorescence polarization, RGS4-accelerated GTP hydrolysis. Potency, µM (doses to about 114 µM), for inactives: at the top dose activity change, negative = inhibition, most hits filed as inhibitors. actives 0.039% (n = 390,000); also: potency is read from the fitted curve at half-maximal effect; % is scaled to controls: 0 for no effect and ±100 for the full control effect; nearly all actives have a fitted effect of over 75% in size; some results filed as inactive show a strong effect at the top dose
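MLSMR compounds (23 nl, pin-transferred) preincubated 10 min at room temperature with a 500nM (2x) first reagent, then RGS4 at 900nM (2x) plus Transcreener GDP mix added; fluorescence polarization (620/688 nm) read before and after 90 min at 30 °C.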
GRP78 ERSR act – ER stress response induction in glioma; actives 0.02% (n = 420,000); Potency, µM, inactives show at the top dose activation, most hits filed as activators; U87-MG GRP78 promoter luciferase reporter, 16 h; also: potency is read from the fitted curve at half-maximal effect; series mostly up to about 76 µM; % of control where 0% means no effect; nearly all actives have a fitted effect of over 35% in size
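Stably transfected U87-MG human glioma cells carrying a GRP78-based luminescent sensor were seeded at 1000 cells/well, pin-dosed with compounds and incubated 16 h. Luciferase reagent was then added, and end-point luminescence was read after 10 min at room temperature.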
IDH1 R132H inh – inhibitors of human mutant IDH1 R132H; actives 0.093% (n = 390,000); AID 602179; Potency, µM (titrated, usually from 76.6 µM), inactives show at the top dose activity change, negative = inhibition, actives largely listed as inhibitors; IDH1-R132H enzyme, NADPH consumption, diaphorase/resazurin fluorescence; also: potency is read from the fitted curve at half-maximal effect; % is scaled to controls: 0 for no effect and ±100 for the full control effect; nearly all actives have a fitted effect of over 65% in size
Target sequence (O75874 whole entry R132H, stated change not applied): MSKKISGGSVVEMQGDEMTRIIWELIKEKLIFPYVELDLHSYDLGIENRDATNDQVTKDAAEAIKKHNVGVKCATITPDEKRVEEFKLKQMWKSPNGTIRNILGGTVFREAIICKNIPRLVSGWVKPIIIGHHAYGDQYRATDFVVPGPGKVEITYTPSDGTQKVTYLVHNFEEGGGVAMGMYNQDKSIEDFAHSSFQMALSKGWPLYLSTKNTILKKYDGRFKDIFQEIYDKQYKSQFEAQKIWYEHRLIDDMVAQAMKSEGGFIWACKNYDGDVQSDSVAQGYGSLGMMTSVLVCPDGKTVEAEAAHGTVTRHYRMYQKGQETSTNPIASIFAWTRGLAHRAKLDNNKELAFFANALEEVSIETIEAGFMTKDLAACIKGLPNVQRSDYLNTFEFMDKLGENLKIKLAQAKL
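IDH1-R132H (0.5 ug/mL) preincubated 30 min with compound, then NADPH (0.016 mM) and alpha-KG (2 mM) added; 80 min at RT, pH 7.5. Remaining NADPH coupled via diaphorase/resazurin to fluorescence (540/590 nm); concentration-response curves normalized to no-enzyme control.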
USP1-UAF1 inh – USP1/UAF1 (human) deubiquitinase inhibition; O94782; recombinant USP1/UAF1, Ub-Rhodamine cleavage fluorescence; Potency, µM (highest dose often 57.1 µM), inactives show top-dose activity change, negative = inhibition, most hits filed as inhibitors; actives 0.23% (n = 390,000); AID 743255; also: potency is read from the fitted curve at half-maximal effect; % is scaled to controls: 0 for no effect and ±100 for the full control effect; nearly all actives have a fitted effect of over 60% in size; inactives centre near -12
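USP1/UAF1 complex at 1 nM was preincubated with compound for 15 min at room temperature, then Ub-Rho substrate (150nM final) was added. Fluorescence (480/540 nm) was read kinetically, 6 reads every 60 seconds.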
Numbers without * were called inactive; [ ] = dose if it differs, or a comment. Unless noted, calls follow the shape of the dose curve; as a rule, active = well fitted curve in the direction sought with a large enough effect; inconclusive = small, poorly fitted or top-dose-only effect, or another doubt; inactive = no such curve, though single readings can be large; an effect the other way counts as inactive or inconclusive. The list is partial. The share of hits here may be higher or lower than overall.

Results for COc1cc(C)c(CN2CCC(Cc3ccccc3)CC2)cc1C ?
LDHA inh: -16; TrxR1 inh: 28%[11.4 µM]; Vif-A3G inh: 1%; Vif-APOBEC3F blk: 0%; TrxR1 substrate: -6%; RGS4 inhibitor: 16%; GRP78 ERSR act: -3%; IDH1 R132H inh: 0%; USP1-UAF1 inh: -12%

Results for O=C(NCC1CCCO1)c1nc2c(nnn2Cc2ccccc2Cl)c(=O)[nH]1 (stereo unspecified) ?
LDHA inh: -3; TrxR1 inh: -13%; Vif-A3G inh: 3%; Vif-APOBEC3F blk: 3%; TrxR1 substrate: -1%; RGS4 inhibitor: 13%; GRP78 ERSR act: -2%; IDH1 R132H inh: 0%; USP1-UAF1 inh: -4%

How did CC(C)N1CC(C(=O)Nc2cc(Cl)cc(Cl)c2)CC1=O (stereo unspecified) do in these assays?
LDHA inh: -2; TrxR1 inh: 17%; Vif-A3G inh: -1%; Vif-APOBEC3F blk: 2%; TrxR1 substrate: 0%; RGS4 inhibitor: -27%; GRP78 ERSR act: -4%; IDH1 R132H inh: 12%; USP1-UAF1 inh: -18%

Results for COc1ccc(NC(=O)c2cccc(NC(=O)C(C)C)c2)c([N+](=O)[O-])c1 ?
LDHA inh: 2; TrxR1 inh: 4%; Vif-A3G inh: 1%; Vif-APOBEC3F blk: -3%; TrxR1 substrate: 3%; RGS4 inhibitor: -28%; GRP78 ERSR act: 1%; IDH1 R132H inh: 1%; USP1-UAF1 inh: -16%

How did Cc1ccc(S(=O)(=O)N2CCCC2C(=O)NCc2ccc3c(c2)OCO3)cc1 (stereo unspecified) do in these assays?
LDHA inh: 1; TrxR1 inh: 6%[57.1 µM]; Vif-A3G inh: -2%; Vif-APOBEC3F blk: -2%; TrxR1 substrate: -7%[57.1 µM]; RGS4 inhibitor: -13%; GRP78 ERSR act: 3%; IDH1 R132H inh: 6%; USP1-UAF1 inh: -6%

How did CCOc1cc(N2CCOCC2)c(OCC)cc1NC(=O)Cn1[nH]c(=O)c2ccccc2c1=O do in these assays?
LDHA inh: 4; TrxR1 inh: 42%[activator]; Vif-A3G inh: 1%; Vif-APOBEC3F blk: 4%; TrxR1 substrate: 12%; RGS4 inhibitor: 7%; GRP78 ERSR act: -4%; IDH1 R132H inh: 2%; USP1-UAF1 inh: -14%

What do the screens show for `O=[N+]([O-])c1cc(C(F)(F)F)ccc1Sc1nccn1Cc1ccccc1`?
LDHA inh: -1; TrxR1 inh: 1%; Vif-A3G inh: 1%; Vif-APOBEC3F blk: 1%; TrxR1 substrate: -11%; RGS4 inhibitor: -28%; GRP78 ERSR act: -3%; IDH1 R132H inh: 14%; USP1-UAF1 inh: -14%

How did CCOc1ccccc1C(=O)NC(CO)C(=O)O (stereo unspecified) do in these assays?
LDHA inh: -4; TrxR1 inh: -2%; Vif-A3G inh: 2%; Vif-APOBEC3F blk: 0%; TrxR1 substrate: -2%; RGS4 inhibitor: -16%; GRP78 ERSR act: -4%; IDH1 R132H inh: 6%; USP1-UAF1 inh: -9%

Results for OC(COc1ccccc1)CN(Cc1ccccc1)CC(O)COc1ccccc1 (stereo unspecified) ?
LDHA inh: 1; TrxR1 inh: -4%; Vif-A3G inh: 4%; Vif-APOBEC3F blk: -25%; TrxR1 substrate: -8%; RGS4 inhibitor: 4%; GRP78 ERSR act: -4%; IDH1 R132H inh: -7%; USP1-UAF1 inh: inconclusive

How did CN(CC(=O)Nc1sccc1C(N)=O)S(=O)(=O)c1ccc(Cl)cc1 do in these assays?
LDHA inh: -12; TrxR1 inh: -13%; Vif-A3G inh: 1%; Vif-APOBEC3F blk: 0%; TrxR1 substrate: 1%; RGS4 inhibitor: -6%; GRP78 ERSR act: -1%; IDH1 R132H inh: 9%; USP1-UAF1 inh: -10%

Arranged by heavy-atom count (low to high): part of the list above.
How did CCOc1ccccc1C(=O)NC(CO)C(=O)O (stereo unspecified) do in these assays?
LDHA inh: -4; TrxR1 inh: -2%; Vif-A3G inh: 2%; Vif-APOBEC3F blk: 0%; TrxR1 substrate: -2%; RGS4 inhibitor: -16%; GRP78 ERSR act: -4%; IDH1 R132H inh: 6%; USP1-UAF1 inh: -9%

Results for COc1cc(C)c(CN2CCC(Cc3ccccc3)CC2)cc1C ?
LDHA inh: -16; TrxR1 inh: 28%[11.4 µM]; Vif-A3G inh: 1%; Vif-APOBEC3F blk: 0%; TrxR1 substrate: -6%; RGS4 inhibitor: 16%; GRP78 ERSR act: -3%; IDH1 R132H inh: 0%; USP1-UAF1 inh: -12%

Results for OC(COc1ccccc1)CN(Cc1ccccc1)CC(O)COc1ccccc1 (stereo unspecified) ?
LDHA inh: 1; TrxR1 inh: -4%; Vif-A3G inh: 4%; Vif-APOBEC3F blk: -25%; TrxR1 substrate: -8%; RGS4 inhibitor: 4%; GRP78 ERSR act: -4%; IDH1 R132H inh: -7%; USP1-UAF1 inh: inconclusive

The listing continues.
Results for COc1ccc(CCN(C)CC(O)c2ccccc2)cc1OC (stereo unspecified) ?
LDHA inh: -13; TrxR1 inh: 17%[57.1 µM]; Vif-A3G inh: -1%; Vif-APOBEC3F blk: 8%; TrxR1 substrate: -2%[57.1 µM]; RGS4 inhibitor: -2%; GRP78 ERSR act: 2%; IDH1 R132H inh: 23%; USP1-UAF1 inh: 4%

Results for CCOC(=O)C1CCN(C(=O)COc2ccc(N(C)S(=O)(=O)c3ccc(OCC)cc3)cc2)CC1 ?
LDHA inh: -1; TrxR1 inh: 16%; Vif-A3G inh: 0%; Vif-APOBEC3F blk: -4%; TrxR1 substrate: -1%; RGS4 inhibitor: 25%; GRP78 ERSR act: -5%; IDH1 R132H inh: 4%; USP1-UAF1 inh: -14%

How did CCOC(=O)C1CCCN(C(=O)c2ccccc2Oc2ccccc2)C1 (stereo unspecified) do in these assays?
LDHA inh: -8; TrxR1 inh: 2%; Vif-A3G inh: -1%; Vif-APOBEC3F blk: 2%; TrxR1 substrate: -1%; RGS4 inhibitor: -13%; GRP78 ERSR act: -5%; IDH1 R132H inh: 2%; USP1-UAF1 inh: 1%

Results for O=C(Nc1ccc(F)cc1)c1ccc(NC(=O)C2CCCO2)cc1 (stereo unspecified) ?
LDHA inh: -4; TrxR1 inh: 22%[57.1 µM]; Vif-A3G inh: 2%; Vif-APOBEC3F blk: 10%; TrxR1 substrate: -9%; RGS4 inhibitor: -1%; GRP78 ERSR act: -3%; IDH1 R132H inh: 1%; USP1-UAF1 inh: -3%

What do the screens show for `CCCCN(C(=O)c1ccc(S(=O)(=O)N2CCCC2)cc1)C1CCS(=O)(=O)C1` (stereo unspecified)?
LDHA inh: 0; TrxR1 inh: -7%; Vif-A3G inh: 4%; Vif-APOBEC3F blk: -7%; TrxR1 substrate: -5%; RGS4 inhibitor: 12%; GRP78 ERSR act: -4%; IDH1 R132H inh: 5%; USP1-UAF1 inh: -1%

What do the screens show for `CNC(=O)C1(c2ccccc2)CCCCC1`?
LDHA inh: -19; Vif-A3G inh: -2%; Vif-APOBEC3F blk: 0%; GRP78 ERSR act: -2%; IDH1 R132H inh: -1%; USP1-UAF1 inh: -18%

What do the screens show for `COc1ccc(S(=O)(=O)N2CCOCC2)cc1NC(=O)C1CCN(S(=O)(=O)c2ccc(Cl)cc2)CC1`?
LDHA inh: -3; TrxR1 inh: 8%; Vif-A3G inh: -7%; Vif-APOBEC3F blk: -8%; TrxR1 substrate: -2%; RGS4 inhibitor: -9%; GRP78 ERSR act: -2%; IDH1 R132H inh: 2%; USP1-UAF1 inh: 6%

How did Cc1cccn2c(=O)c(C=O)c(N3CCN(c4ccc(F)cc4)CC3)nc12 do in these assays?
LDHA inh: -2; TrxR1 inh: 7%; Vif-A3G inh: -1%; Vif-APOBEC3F blk: 1%; TrxR1 substrate: 2%; RGS4 inhibitor: 9%; GRP78 ERSR act: -2%; IDH1 R132H inh: 1%; USP1-UAF1 inh: -7%

What do the screens show for `CC(=O)c1ccc(OCc2cccc(C(F)(F)F)c2)cc1O`?
LDHA inh: 5; TrxR1 inh: 7%[57.1 µM]; Vif-A3G inh: -8%; Vif-APOBEC3F blk: 0%; TrxR1 substrate: 0%[57.1 µM]; RGS4 inhibitor: -37%; GRP78 ERSR act: 6%; IDH1 R132H inh: 12%; USP1-UAF1 inh: -21%

What do the screens show for `O=Cc1ccccc1OCc1ccc2c(c1)OCO2`?
LDHA inh: 2; TrxR1 inh: 4%; Vif-A3G inh: -31%; Vif-APOBEC3F blk: 0%; TrxR1 substrate: -6%; RGS4 inhibitor: 1%; GRP78 ERSR act: -8%; IDH1 R132H inh: -2%; USP1-UAF1 inh: -11%

How did CCOc1ccc(CCNC(=O)C2CCC(CNS(=O)(=O)c3ccc(Cl)cc3)CC2)cc1OCC (stereo unspecified) do in these assays?
LDHA inh: -9; TrxR1 inh: 18%[57.1 µM]; Vif-A3G inh: 3%; Vif-APOBEC3F blk: -3%; TrxR1 substrate: 1%[57.1 µM]; RGS4 inhibitor: 3%; GRP78 ERSR act: -3%; IDH1 R132H inh: -8%; USP1-UAF1 inh: -23%
